PKA inh: inhibitors of human PKA kinase activity, primary screen, biochemical, ATP-depletion luminescence, Kemptide substrate. inhibition, % at 6 µM. PKA Kemptide phosphorylation, Kinase-Glo ATP luminescence. 65,000 tested, 0.1% active;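 active = inhibition above the screen-wide mean inhibition plus 3 SD, cut at about 21% in these data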; note: many of its hits are not listed in these tables
Cdc25B inh: inhibitors of Cdc25B phosphatase catalytic domain, primary screen, biochemical, OMFP fluorescence. recombinant Cdc25B, OMFP fluorescence Ex485/Em525. inhibition, %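 (compounds tested at 10 µM final in the well)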. 65,000 tested, 0.1% active. AID 368, 2006; in the data active = inhibition above about 50%
Hsp90 block: tumor Hsp90 inhibitors, primary screen, cell lysate, fluorescence polarization, NCI-N417 lysate; Heat shock protein HSP 90-alpha (Homo sapiens), P07900; Cy3B-geldanamycin FP displacement; inhibition, % at 30 µM; 64,000 tested, 0.35% active; AID 429, 2006;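 active = inhibition above 50%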;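 note: 0% = tracer plus lysate wells and 100% = tracer alone without lysate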
JNK3 blocker: JNK3 kinase activity inhibitors, primary screen, biochemical, human, purified enzyme; 60,000 tested, 0.61% active; Mitogen-activated protein kinase 10 (Homo sapiens), P53779; AID 746, 2007; inhibition, % at 8 µM; HTS; in the data active = inhibition above about 17%;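 note: 0% = DMSO and 100% = reference inhibitor; many of its hits are not listed in these tables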
Abs 340nm: compound light absorbance at 340 nm, profiling panel, artefact control, biochemical, MLSMR library, data from PS, PMK, MK assays; 65,000 tested, under 10 active; compound absorbance at 340 nm, fold over control; AID 708, 2007; fold change at 10 µM;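 active = at 10 µM dose, initial 340 nm absorbance at least 2 fold that of control wells; inactive = change under 2 fold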;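 note: initial absorbance extrapolated from kinetic A340 decline of NADH oxidation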
MKP-1 inh: MKP-1 phosphatase inhibitors, primary screen, biochemical, in vitro; 65,000 tested, 0.15% active; AID 374, 2006; inhibition, %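 (compounds tested at a single concentration somewhere between 10 and 100 µM)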; Dual specificity protein phosphatase 1 (Homo sapiens), P28562; recombinant MKP-1, OMFP hydrolysis fluorescence;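 active = inhibition above about 50%, limit read from the data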;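 note: 0% = DMSO max control wells and 100% = wells with enzyme stopped by NaOH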
HER2 expr 66K: inhibitors of Her2 protein expression, primary screen, SKBR-3 cells, AlphaScreen, 66K library. Receptor tyrosine-protein kinase erbB-2 (Homo sapiens), P04626. SKBR-3 HER2 protein level, 18-24 h; hits give low values. HER2 level % of control, % at 10 µM. 65,000 tested, 0.69% active. AID 645, 2007;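 active = HER2 level under 5% of the carrier-only control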;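 note: 100% = DMSO carrier and 0% = 500 nM PU-H71 HSP90 inhibitor; lower value means stronger loss of Her2 protein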
ROCK2 inh: inhibitors of human ROCK2 kinase, primary screen, biochemical, high-throughput, luminescence; Rho-associated protein kinase 2 (Homo sapiens), O75116; purified ROCK2, Kinase-Glo ATP depletion luminescence; inhibition, % at 6 µM; 60,000 tested, 0.35% active;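 active = inhibition above the screen-wide mean inhibition plus 3 SD, cut at about 18% in these data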;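 note: plate controls were DMSO wells for no effect and Y-27632 control wells after no-enzyme background subtraction for full effect; many of its hits are not listed in these tables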
Fluor 339 460: intrinsic fluorescence of library compounds, ex339/em460 – biochemical, MLSMR library, data from DPM-DC assay, artefact control, profiling panel; compound autofluorescence, ex339/em460 nm, NADH buffer; hits give high values; 1 = no-compound wells, NADH background; fluorescence fold increase at 10 µM; 65,000 tested, 5.5% active; AID 709, 2007;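 active = at 10 µM, mean starting fluorescence two-fold or more over control wells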;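 note: signal is the first read of a kinetic run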
An asterisk follows results filed as active; . = no result given.

SMILES	PKA inh	ROCK2 inh	MKP-1 inh	Abs 340nm	Cdc25B inh	Hsp90 block	HER2 expr 66K	JNK3 blocker	Fluor 339 460
CCOC(=O)C1CCCN(CC(=O)NC2=Nc3ccccc3N=C(C)C2c2ccccc2)C1 (stereo not drawn)	-7	-2	2	1.1	-19	1	102	8	1.1
C=CCN=C(C)C1=C(O)CCC1=O	7	8	-14	1	4	2	79	-4	1.1
Cc1nc2ccc(Cl)cc2nc(C)/c1=N\O	3	-2	1	1.1	-2	-4	90	-7	1.2
O=C(c1ccc(C(F)(F)F)cc1)N1CCCCC1	6	1	15	0.99	-14	-2	112	-3	1.1
CCOc1ccc(Cl)cc1S(=O)(=O)n1cnc2ccccc21	-3	-5	21	1.1	-9	0	74	-7	1.1
CCOc1ccccc1NC(=O)c1ccccc1NS(C)(=O)=O	3	9	13	1	0	-6	86	4	1.1
COCc1cc(=O)n2c(-c3ccc(C)cc3)n[nH]c2n1	5	2	0	1	6	-3	91	2	1.2
CCn1c(N2CCC(Cc3ccccc3)CC2)nc2c1c(=O)[nH]c(=O)n2C	-9	-6	-23	0.98	3	2	83	1	1
Cc1ccc2c(c1)nnn2C1CCN(S(=O)(=O)c2ccc(C(=O)N(C)C)cc2)CC1	9	4	12	0.96	-1	-3	81	-2	1.1
Cc1ccc(OC(=O)C(F)(F)F)c2c1NCCC2	2	6	1	1	-5	-1	120	6	1.1
O=C1NCCCN1Cc1ccc(F)cc1Cl	11	-5	-11	0.97	-11	-3	146	-7	0.98
CC1(C)CC(=O)C(Sc2nnc(-c3ccc(O)cc3)n2CC2CCCO2)C(=O)C1 (stereo not drawn)	7	2	-5	1	-1	0	91	-5	1.1
Cc1cc(C)n(-c2cc(N3CCOCC3)ncn2)n1	5	-2	-6	0.98	-2	1	65	0	1.1
COC(=O)[C@@H](NC(=O)N1CCN(c2cccc(C(F)(F)F)c2)CC1)C(C)C	12	3	-7	0.83	0	0	81	-4	0.98
CCCCN1C(=O)NC(NC(C)=O)(C(F)(F)F)C1=O (stereo not drawn)	1	-1	4	0.99	1	-3	104	8	1.1
COCCNC(=O)COC(=O)CSCc1nc2ccccc2s1	-7	.	28	1	-8	.	103	.	1.1
O=C(c1cc(-c2ccncc2)nc2ccccc12)N1CCN(c2ccccn2)CC1	-10	.	7	1	0	-4	70	.	1.1
CCOC(=O)N1CCC(n2c(SCC(=O)NCc3ccco3)nc3ccsc3c2=O)CC1	10	.	-4	0.99	-5	-5	97	.	1
COc1ccc(C2C3=C(CC(C)(C)CC3=O)Nc3c2c(=O)[nH]c(=O)n3Cc2ccccc2)cc1 (stereo not drawn)	9	4	26	1.1	1	-1	81	3	1.4
O=C(NCc1ccccc1)C1CCN(S(=O)(=O)N2CCOCC2)CC1	-7	-4	8	1	-4	2	110	0	0.99

Single records, as listed above. Order of values: PKA inh | ROCK2 inh | MKP-1 inh | Abs 340nm | Cdc25B inh | Hsp90 block | HER2 expr 66K | JNK3 blocker | Fluor 339 460
CC1(C)CC(=O)C(Sc2nnc(-c3ccc(O)cc3)n2CC2CCCO2)C(=O)C1 (stereo not drawn) is listed as 7 | 2 | -5 | 1 | -1 | 0 | 91 | -5 | 1.1
Cc1nc2ccc(Cl)cc2nc(C)/c1=N\O is listed as 3 | -2 | 1 | 1.1 | -2 | -4 | 90 | -7 | 1.2

(more compounds)
SMILES	PKA inh	ROCK2 inh	MKP-1 inh	Abs 340nm	Cdc25B inh	Hsp90 block	HER2 expr 66K	JNK3 blocker	Fluor 339 460
O=C(COc1ccc(Cl)cc1Cl)Nc1noc2ccccc12	9	4	6	1	-7	1	50	6	1.1
CNS(=O)(=O)c1cc(OC)ccc1OC	5	5	-1	1.1	2	-4	91	-2	1.1
COc1ccc(Nc2ccnc3ccccc23)cc1	11	4	3	1.1	3	2	153	-6	1
Cc1ccc2nsnc2c1NS(=O)(=O)c1c(C)ccc2nsnc12	-3	-2	-3	1	0	-4	119	1	1.1
CCOC(=O)c1cccc(NS(=O)(=O)c2cnc[nH]2)c1	7	4	0	0.98	9	0	181	0	1.1
CN(C(=O)COC(=O)C1c2ccccc2Oc2ccccc21)C1CCS(=O)(=O)C1 (stereo not drawn)	5	6	18	1	2	3	99	-5	1.1
O=S(=O)(c1ccccc1)c1nc(-c2ccco2)oc1N1CCCCCC1	6	1	0	1.1	-9	0	104	-6	1.2
CC1CCCCC1NC(=O)CCn1c(=O)oc2ccccc21 (stereo not drawn)	6	6	77*	0.98	-1	0	109	-1	1.1
CC(Sc1ccc2c(c1)OCCO2)C(=O)Nc1ccc2c(c1)OCO2 (stereo not drawn)	12	6	2	0.99	-10	-2	75	7	1.1
Cc1ccc(C)c(S(=O)(=O)Nc2ccc(O)cc2)c1	8	1	3	1	-2	0	133	-3	1.1
COc1ccccc1NC(=O)C1CCN(c2ncccn2)CC1	9	2	-3	1	-6	-1	82	8	1.3
CCC(=O)N1CCc2cc(S(=O)(=O)NCCC(=O)NC3CCCc4ccccc43)ccc21 (stereo not drawn)	-4	-1	11	1	-3	-7	82	-1	1.2
Cc1ccc(-n2ncc(C#N)c2/N=C/N2CCN(C)CC2)cc1	8	6	0	1	-9	-1	115	4	1.1
S=c1[nH]nc(Cc2c[nH]c3ccccc23)o1	-6	-4	2	0.99	-4	-6	119	2	1.1
Cc1c(N=Cc2ccc[nH]2)c(=O)n(-c2ccccc2)n1C	-4	2	8	1.2	-10	8	110	-6	1
CC(C)C(=O)Nc1ccc(NC(=O)c2ccccn2)cn1	2	.	13	1.1	1	.	77	.	1.1
CCOC(=O)N1CCN(Cc2nc(-c3ccc(OC)cc3)no2)CC1	9	6	2	1	-11	-5	109	0	1.1
COC(=O)C(O)(NC(=O)OCc1ccccc1)C(F)(F)F (stereo not drawn)	4	0	1	0.99	-4	0	88	-10	1.1
COc1ccc(-n2c(=O)c3ccccc3n(CC(=O)NC3CCCCC3)c2=O)c(OC)c1	-3	-2	17	0.99	-1	3	117	-10	1.1
O=C(NC1CCSC1=O)c1ccc(Cl)cc1 (stereo not drawn)	.	.	12	1	-3	.	205	.	1.1

(next part)
SMILES	PKA inh	ROCK2 inh	MKP-1 inh	Abs 340nm	Cdc25B inh	Hsp90 block	HER2 expr 66K	JNK3 blocker	Fluor 339 460
C=CCNc1ccc(F)c(F)c1N1CCCCCC1=O	-3	2	-6	1	-11	-2	121	4	1.2
CSCC[C@H](NC(=O)NCCc1ccc(F)cc1)C(=O)O	7	5	-23	1.1	-4	-1	114	5	1.1
O=C(c1cc(-c2ccncc2)nc2ccc(Cl)cc12)N1CCN(C(=O)C2CCCO2)CC1 (stereo not drawn)	11	-4	11	1.1	-9	-10	69	-1	1.1
c1ccc(-c2ccc(-c3nc(-c4cccnc4)no3)cc2)cc1	1	4	15	1	-3	-5	84	-5	1.1
O=C(O)CSC1CC(=O)N(c2cccc(Cl)c2)C1=O (stereo not drawn)	6	8	-6	1	-8	0	127	1	1.1
CN(C)S(=O)(=O)c1ccc(C(=O)NCc2ccccc2)cc1	15	8	23	1	-18	2	98	8	1
CCOc1ccccc1NC(=O)NC1CC2CCCC(C1)N2Cc1nnnn1CCc1ccccc1 (stereo not drawn)	6	0	11	0.98	9	0	92	-9	1.1
O=C(c1ccco1)N1CCN(C(=O)N2CCOCC2)CC1	-6	-1	12	1	4	0	.	-2	1
CCOC(=O)c1ccc(N=c2sc(C(=O)OC)cc(=O)n2C2CC2)cc1	0	1	10	1	-5	0	88	3	1.1
CCOC(=O)Cn1c(CN2CCc3ccccc3C2)nc2c1c(=O)n(C)c(=O)n2C	6	2	1	1	-13	-2	103	7	1.1
CCOC(=O)c1ccc(N2C(=O)c3n[nH]c(C)c3C2c2ccco2)cc1 (stereo not drawn)	-7	1	-7	1	3	1	72	1	1.1
Cc1cccc(CSc2nncc(=O)[nH]2)c1	9	9	-6	1	-4	-2	99	-4	1.1
Nc1cc(-c2ccc(Br)cc2)[nH]n1	4	1	4	1	3	-4	70	4	1.1
O=C(CN1C(=O)CC(c2ccco2)Sc2ccccc21)NCc1ccc2c(c1)OCO2 (stereo not drawn)	9	4	0	1	-3	-2	72	3	1.1
CSCCC1NC2(C(=O)Nc3c(C)cc(Cl)cc32)[C@@H]2C(=O)N(C3CCCC3)C(=O)[C@H]12 (stereo partly drawn)	5	-2	-1	0.99	-5	-3	63	-4	1.1
C=CCn1c(COc2cccc3ccc(C)nc23)nnc1SCC(=O)O	8	1	-2	1	-2	-8	120	5	1.4
CCCN1C(=O)c2cc(C(=O)NCCc3cccc(C)c3)ccc2C1O (stereo not drawn)	-7	-5	-2	1.1	2	-2	104	0	1.1
O=C(CN1CCN(Cc2ccccc2)C1=O)NCc1ccc(Cl)cc1	-5	.	29	1.1	-7	-2	104	.	1.1
Cn1nc(CC(=O)Nc2cccc3ncccc23)c2ccccc2c1=O	2	.	7	1	-13	.	122	.	1.1
O=C(CSc1nnc(Cc2ccccc2)o1)NCCN1C(=O)CSC1=O	7	.	1	1	-1	.	80	.	1.1

The results go on.
SMILES	PKA inh	ROCK2 inh	MKP-1 inh	Abs 340nm	Cdc25B inh	Hsp90 block	HER2 expr 66K	JNK3 blocker	Fluor 339 460
CC(=O)c1cccc(NC(=O)CCNS(=O)(=O)c2cccc(C(C)=O)c2)c1	8	8	-1	1	-9	0	111	-2	1.1
COc1cccc(C(=O)N(Cc2cc3cc(C)ccc3[nH]c2=O)C(C)C)c1	4	5	-3	1	5	-3	80	-2	1.5
c1ccc2c(SCc3cn4cccnc4n3)ncnc2c1	3	-3	-5	1	15	4	89	-6	1.7
COc1ccc(CCNC(=O)CN2C(=O)c3ccccc3S2(=O)=O)cc1OC	4	3	-5	1.1	-7	1	103	6	1.1
Cc1ccc(CN2CCN(CC(=O)N3CCC(C(N)=O)CC3)C2=O)cc1	9	4	-1	1	70*	-1	88	0	1.1
CC1CN(c2nc3c(c(=O)n(Cc4ccc(Cl)c(Cl)c4)c(=O)n3C)n2C)CC(C)O1 (stereo not drawn)	3	0	12	1	0	0	117	-4	1.1
Nc1nc(-c2ccc(Br)cc2)cs1	2	2	4	0.99	-1	0	52	3	0.9
CCn1c(SCC(=O)Nc2oc(-c3ccccc3)c(-c3ccccc3)c2C#N)nnc1-c1ccco1	-11	-10	40	1.1	4	-4	94	-9	1.1
NC(=O)CSc1nnc(-c2ccncc2)n1-c1ccc(Cl)cc1	2	1	-7	1	3	-3	84	14	1
CCn1c(SCC(=O)NCCc2ccc(F)cc2)nnc1-c1cccs1	2	5	7	1	2	-1	128	-3	0.9
O=C(NCc1ccco1)c1cnn2c(C(F)(F)F)cc(-c3ccco3)nc12	9	13	-17	1	-16	-2	92	1	1.6
COc1cc(OC)c(NC(=O)CCNC(=O)Cn2cnc3ccccc3c2=O)cc1Cl	0	2	25	0.98	-7	-2	87	-6	1.1
O=S(=O)(c1ccc2c(c1)oc1ccccc12)N1CCOCC1	3	3	4	1.1	-7	2	99	2	1.1
C=CCn1c(SCC(=O)Nc2cc(C)nn2-c2ccccc2)nnc1C1CCCCC1	-6	.	9	1.1	-18	.	.	.	1.1
CC1CCCCC1NC(=O)COC(=O)c1ccc(S(=O)(=O)N2CCOCC2)cc1 (stereo not drawn)	-4	-3	9	1	-10	2	102	-7	1.1
COc1ccc(N2CCN(Cc3nc(N)nc(N4CCCc5ccccc54)n3)CC2)cc1	10	5	10	1	8	-1	132	0	1.1

Assay outcomes as filed in PubChem BioAssay.

Some of the compounds tested, so the mix of outcomes need not match the whole.
